CHRM5 PAM: CHRM5 positive allosteric modulation; CHO-K1 hM5, Fluo-8 calcium, ACh EC20 PAM; 0% = ACh EC20, 100% = ACh EC100; activation, % at 3 µM; hit rate 0.3% among 360,000; AID 624038;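 active = activation above the run cutoff, the mean activation of all test compounds plus 3 SD, cut at about 18% in these data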
Target sequence (P08912 whole entry, looked up): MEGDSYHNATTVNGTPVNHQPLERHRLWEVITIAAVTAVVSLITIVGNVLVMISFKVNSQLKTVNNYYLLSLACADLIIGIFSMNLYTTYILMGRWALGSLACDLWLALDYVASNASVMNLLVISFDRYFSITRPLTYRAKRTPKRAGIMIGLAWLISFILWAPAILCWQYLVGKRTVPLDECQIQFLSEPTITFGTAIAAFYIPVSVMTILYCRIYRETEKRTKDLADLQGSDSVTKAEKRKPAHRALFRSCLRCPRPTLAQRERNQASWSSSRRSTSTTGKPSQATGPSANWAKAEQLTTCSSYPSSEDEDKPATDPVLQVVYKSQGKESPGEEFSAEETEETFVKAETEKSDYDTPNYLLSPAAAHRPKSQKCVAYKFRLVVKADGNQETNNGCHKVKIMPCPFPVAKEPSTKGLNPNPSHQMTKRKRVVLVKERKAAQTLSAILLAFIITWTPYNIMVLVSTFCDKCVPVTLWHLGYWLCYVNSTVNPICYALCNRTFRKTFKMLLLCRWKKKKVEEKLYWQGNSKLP
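Measured by: Fluo-8 calcium fluorescence; material: human M5 receptor in CHO-K1 cells; schedule: Post-acetylcholine fluorescence recording 140 s; benchmarks: low control EC20 acetylcholine (0%), high control EC100 acetylcholine (100%); read-out: Max/basal fluorescence ratio as % of EC20–EC100 ACh window; compound: single dose, 3 µM nominal final test concentration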
TAAR1 ag: agonists of human TAAR1; CHO RD-HGA16 TAAR1, Fluo-8 calcium fluorescence; vehicle wells 0%, saturating PEA agonist 100%; activation, % at 3 µM; hit rate 0.99% among 360,000; AID 624467;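 active = activation above the mean activation of all test compounds in the run plus 3 SD, cut at about 38% in these data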
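System: CHO-derived RD-HGA16 cells with stable Gα16 and human TAAR1 / Times: 17-24 h plating, Fluo-8 75 min 37 °C, 30 min RT / Technique: calcium-sensitive Fluo-8 signal, excitation 470-495, emission 515-575 nm / Measure: % activation relative to PEA EC100 response / Benchmarks: DMSO and PEA EC100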
CHRM1 antagonist: human CHRM1 antagonism. hit rate 1.3% among 360,000. P11229. CHO-K1 hM1, Fluo-8 calcium fluorescence, ACh EC80 antagonist. inhibition, % at 3 µM;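 active = percent inhibition above its own plate's cutoff, namely the mean of that plate's compound wells plus 3 SD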;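 also: peak over basal fluorescence ratio during 140 s after agonist addition; 0% = ACh EC80 plus DMSO and 100% = DMSO alone without agonist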
Target sequence (P11229 whole entry, looked up): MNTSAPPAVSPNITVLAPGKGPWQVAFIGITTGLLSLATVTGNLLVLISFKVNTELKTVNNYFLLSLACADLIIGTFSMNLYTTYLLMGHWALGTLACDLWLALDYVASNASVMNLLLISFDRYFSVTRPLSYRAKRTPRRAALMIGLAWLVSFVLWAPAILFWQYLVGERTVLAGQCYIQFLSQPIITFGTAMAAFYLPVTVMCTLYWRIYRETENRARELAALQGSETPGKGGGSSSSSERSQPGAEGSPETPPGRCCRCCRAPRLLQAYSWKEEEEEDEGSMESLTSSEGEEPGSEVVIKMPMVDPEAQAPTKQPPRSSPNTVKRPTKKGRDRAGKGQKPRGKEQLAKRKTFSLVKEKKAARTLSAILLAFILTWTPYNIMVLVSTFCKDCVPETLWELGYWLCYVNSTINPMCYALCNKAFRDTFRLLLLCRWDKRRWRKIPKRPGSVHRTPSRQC
M5 antag: antagonists of human muscarinic M5 receptor (CHRM5); P08912; CHO-hM5 cells, Fluo-8 calcium fluorescence, ACh EC80; inhibition, % at 3 µM; hit rate 0.59% among 360,000; AID 624040;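 active = inhibition above a per-plate cutoff, the mean of that plate's test compounds plus 3 SD, cut at about 27% in these data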;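 also: 0% = acetylcholine EC80 with DMSO and 100% = DMSO without agonist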
M1 PAM: human CHRM1 positive allosteric modulation. CHO-K1 hM1, Fluo-8 calcium fluorescence, ACh EC20; 0% = ACh EC20, 100% = maximal ACh. activation, % at 3 µM. hit rate 0.088% among 360,000; in the data active = activation above about 19%, passing the limit was not always enough
CHRM4 antagonist: CHRM4 antagonism in calcium assay; P08173; CHO-hM4 cells, ACh EC80, Fluo-8 calcium fluorescence; AID 624125; inhibition, % at 3 µM; hit rate 0.73% among 360,000;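 active = inhibition above its plate's cutoff, the mean inhibition of sample wells plus 3 SD, cut at about 27% in these data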;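 also: 0% = acetylcholine EC80 with DMSO and 100% = DMSO without agonist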
CHRM1 agonist: activates human CHRM1 receptor; AID 588814; activation, % at 3 µM; hit rate 0.33% among 360,000; CHO-K1 hM1, Fluo-8 calcium fluorescence, agonist mode; 0% DMSO, 100% acetylcholine EC100; P11229;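 active = activation above the run's mean compound activation plus 3 SD, cut at about 16% in these data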;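 also: peak over basal fluorescence ratio within a 140 s kinetic read after compound addition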
CHRM4 agonist: CHRM4 agonism in calcium assay. P08173. CHO-K1 hM4/Gqi5, Fluo-8 calcium fluorescence; vehicle 0%, full acetylcholine response 100%. activation, % at 3 µM. hit rate 0.14% among 360,000;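 active = activation above the run mean over all test wells plus 3 SD, cut at about 32% in these data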;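 also: peak over basal fluorescence ratio per well then scaled between controls; 0% = DMSO wells and 100% = acetylcholine at EC100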
CHRM5 agonist: agonists of human muscarinic M5 receptor (CHRM5); P08912; CHO-K1 hM5 cells, Fluo-8 calcium fluorescence; 0% DMSO wells, 100% maximal acetylcholine response; activation, % at 3 µM; hit rate 0.19% among 360,000; AID 624037;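 active = activation above the run's mean over test compounds plus 3 SD, cut at about 23% in these data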;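 also: signal is peak over basal fluorescence ratio across the kinetic read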
An asterisk follows results filed as active; x = no result given. The list is partial; rates above refer to the full screens.

SMILES | CHRM5 PAM | TAAR1 ag | CHRM1 antagonist | M5 antag | M1 PAM | CHRM4 antagonist | CHRM1 agonist | CHRM4 agonist | CHRM5 agonist
CS(=O)(=O)c1ccc(Cl)c(NC(=O)CN2CCN(C(=O)c3cccs3)CC2)c1 | -1 | 4 | -9 | 10 | 1 | -3 | -2 | 1 | 1
COc1cccc([C@@H]2CC=C(C(=O)O)[C@H](c3cccc(Cl)c3)N2S(=O)(=O)c2ccc(C)cc2)c1 | 4 | 2 | -10 | 9 | 5 | -5 | -6 | 1 | -2
Cc1ccc(-c2nc(Nc3cccc(O)c3)c3ccccc3n2)cc1 | -7 | 6 | 15 | 12 | -2 | 9 | -3 | 9 | -4
O=C(CN(C(=O)CCC(=O)Nc1ccccn1)c1ccc(F)cc1)NCCc1ccccc1 | -2 | 2 | -12 | 11 | 8 | -4 | 3 | 7 | -1
COc1ccc(OC)c(NC(=O)C(C#N)=Cc2ccco2)c1 | -3 | -1 | 1 | 7 | -4 | 3 | -4 | 3 | -4
Cc1cccc(OCC(O)CN2C(C)(C)CC(O)CC2(C)C)c1C (stereo not drawn) | 2 | 0 | 2 | -3 | 0 | -11 | -4 | 1 | -4
CCCNC(=S)N1CCN(C)CC1 | 0 | 3 | -4 | 10 | -4 | 6 | -8 | 1 | -5
COc1ccc(CCN2CC(C(=O)NCCc3ccccc3)CC2=O)cc1OC (stereo not drawn) | -7 | -1 | -6 | 4 | 6 | 0 | -3 | 0 | -2
COc1ccc(C(=O)NC(=S)Nc2ccc(S(=O)(=O)Nc3cc(OC)ncn3)cc2)cc1 | 8 | -2 | -18 | 3 | 25 | -6 | 2 | 1 | -3
COC(=O)C1=CN(c2ccc(F)cc2)C(N)=C(C#N)C1c1ccccc1 (stereo not drawn) | -8 | -1 | x | 9 | x | -12 | x | 1 | -2
CCOc1ccccc1NC(=O)C1CCC(CNc2c(N3CCOCC3)c(=O)c2=O)CC1 (stereo not drawn) | -1 | 1 | -5 | 2 | 6 | 0 | -5 | 0 | -1
C1CCC(C23CC4CC(CC(C4)C2)C3)NC1 (stereo not drawn) | 8 | 9 | -9 | -9 | 7 | -9 | -4 | 1 | -9
CCOC(=O)c1oc2cc(OCC(=O)OC)ccc2c(=O)c1-c1ccc(OC)c(OC)c1 | 1 | -1 | -14 | 8 | 9 | 8 | -3 | 1 | 1
COc1ccc(C(C(C(=O)c2ccco2)N2CCOCC2)N2CCOCC2)cc1 (stereo not drawn) | 0 | 4 | -7 | 2 | 9 | 4 | -4 | 0 | -1
Cc1nc(NCCCN2CCOCC2)c2oc3ccccc3c2n1 | 2 | 9 | -7 | -7 | 11 | 5 | -5 | 2 | 1
CC(=O)c1c(C)[nH]c(C(=O)OCC(=O)N2CCN(c3ccccc3)CC2)c1C | 0 | 2 | -4 | 3 | 3 | -14 | -1 | 0 | 0
COc1ccccc1N(CC(=O)NC1CC2CCC1C2)S(=O)(=O)c1ccc(C)cc1 (stereo not drawn) | -2 | -1 | -6 | 6 | 4 | -4 | -6 | 2 | -3
CCOc1ncccc1C(=O)N1CCN(S(=O)(=O)c2ccc3c(c2)OCCO3)CC1 | 3 | 2 | -1 | -4 | 9 | -9 | -6 | 1 | -8
O=C(CCNC(=O)C1CCN(S(=O)(=O)c2ccccc2)CC1)NC1CC1 | -9 | 15 | 4 | 16 | -3 | 4 | -3 | x | -3
CCOc1ccc(NC(=O)CN(C2CCCCC2)S(C)(=O)=O)cc1 | 4 | 15 | -10 | -1 | 12 | -6 | -6 | 1 | -2
CCOC(=O)c1c(-c2ccccc2)n(C)c2ccc(O)cc12 | -1 | -3 | 7 | 1 | 0 | -3 | -1 | -3 | -3
Cc1ccc(S(=O)(=O)C2(C(=O)Nc3ccc(C(C)C)cc3)CC2)cc1 | -7 | 2 | 16 | 15 | -5 | 0 | -3 | -3 | 0
C/C(=N/NC(=O)CCc1ccccc1)c1ccc2c(c1)OCO2 | 1 | 0 | 11 | -1 | -2 | 5 | -2 | 0 | -3
O=c1oc2cc(O)c(Cl)cc2c2ccccc12 | 2 | 1 | -6 | -2 | 10 | -3 | -4 | 1 | 1
O=C(Cn1cnc2ccccc2c1=O)N1CCN(S(=O)(=O)c2ccc(F)cc2)CC1 | -2 | 2 | 2 | 4 | 4 | 7 | -5 | 1 | 1
CCc1cc(Cn2nc(-c3ccccc3)cc2C(=O)NCc2cccs2)on1 | -33 | 11 | 2 | 20 | -8 | 6 | -2 | 12 | -2
O=C(COc1ccc(S(=O)(=O)N2CCOCC2)cc1)N1CCOCC1 | -5 | 0 | -5 | 9 | 6 | -5 | -3 | 1 | 3
Cn1c(CCC(=O)O)nc2cc(S(=O)(=O)N3CCCC3)ccc21 | 1 | 1 | -7 | -1 | 3 | -5 | -2 | 0 | 5
CCc1ccc(N2CC(C(=O)N/N=C/c3ccccc3OC)CC2=O)cc1 (stereo not drawn) | -3 | 0 | -21 | -2 | 10 | -17 | -7 | -1 | -6
Cc1nc(SCC(=O)N2CCCCCC2)[nH]c(=O)c1C | -2 | 0 | 6 | 5 | 0 | -3 | -2 | 0 | 2
Cc1nnsc1-c1c(C(=O)O)c(C)nn1-c1ccc(OC(F)(F)F)cc1 | 6 | 1 | -3 | -3 | 4 | -2 | -4 | 0 | 7
CCOc1cc(NC(=O)c2ccccn2)c(OCC)cc1NC(=O)c1ccc(C)cc1 | 3 | 0 | -12 | -4 | 10 | -13 | -5 | 0 | 0
Cc1ccnc(NC(=O)/C=C/c2ccccc2Cl)c1 | -3 | -1 | -6 | -2 | 8 | -3 | -8 | 0 | -5
CCOC(=O)C1(S(=O)(=O)c2ccc(Cl)cc2)CCN(Cc2ccccc2)CC1 | -2 | 1 | -6 | 0 | 8 | -2 | -7 | -1 | -4
CSCCC(NC(N)=O)C(=O)NCc1cccc(Cl)c1 (stereo not drawn) | -4 | 0 | -13 | 5 | 8 | 5 | -1 | 0 | -2
C[C@H](NS(=O)(=O)OCC(Cl)(Cl)Cl)C1CC1c1ccccc1 (stereo partly drawn) | -8 | 3 | -7 | 12 | 1 | -8 | -5 | 2 | -5
CC(Oc1ccccc1)C(=O)NC1CCN(Cc2ccccc2)CC1 (stereo not drawn) | -19 | 11 | 21 | 20 | -8 | -10 | -5 | 2 | -6
COc1ccc(/C=N/N2CCN(Cc3ccc(C)cc3)CC2)cc1Br | -4 | 0 | 10 | 7 | -8 | -8 | -3 | 0 | 0
Clc1ccc2nc(-c3ccccn3)c(Nc3ccc4c(c3)OCO4)n2c1 | -7 | -3 | 1 | 7 | 2 | 10 | 2 | -2 | -2
CCn1ncc(Br)c1C(=O)Nc1ccc(C(C)C)cc1 | -6 | 14 | 2 | 4 | 11 | 0 | -1 | -2 | -9
O=C1CC2(CCN(C(=O)c3ccccc3[N+](=O)[O-])CC2)Oc2ccccc21 | 0 | 2 | -8 | 4 | 3 | -5 | 1 | 3 | 5
Cc1c(CC(=O)O)c(=O)oc2cc3c(cc12)CCC(C)(C)O3 | 0 | 5 | -14 | 6 | 14 | -2 | -3 | 2 | 0
Cn1c(=O)[nH]c(=O)c2c1nc(CN1CCN(c3cccc(Cl)c3)CC1)n2CCc1ccccc1 | -3 | 7 | -17 | -3 | 14 | -5 | 1 | 2 | 1
CN1CCN(c2ccc(S(=O)(=O)N3CCCCC3)cn2)CC1 | 8 | 1 | -5 | -5 | 2 | 5 | -6 | 1 | -6
CCOc1ccc(CC(=O)N2CCN=C2SCc2ccc([N+](=O)[O-])cc2)cc1 | -12 | -1 | 3 | 9 | -4 | 8 | -6 | -1 | -10

Laid out differently: entries from further up.
molecule: CCn1ncc(Br)c1C(=O)Nc1ccc(C(C)C)cc1
  CHRM5 PAM: -6 | TAAR1 ag: 14 | CHRM1 antagonist: 2 | M5 antag: 4 | M1 PAM: 11 | CHRM4 antagonist: 0 | CHRM1 agonist: -1 | CHRM4 agonist: -2 | CHRM5 agonist: -9

molecule: O=C1CC2(CCN(C(=O)c3ccccc3[N+](=O)[O-])CC2)Oc2ccccc21
  CHRM5 PAM: 0 | TAAR1 ag: 2 | CHRM1 antagonist: -8 | M5 antag: 4 | M1 PAM: 3 | CHRM4 antagonist: -5 | CHRM1 agonist: 1 | CHRM4 agonist: 3 | CHRM5 agonist: 5

molecule: Cc1c(CC(=O)O)c(=O)oc2cc3c(cc12)CCC(C)(C)O3
  CHRM5 PAM: 0 | TAAR1 ag: 5 | CHRM1 antagonist: -14 | M5 antag: 6 | M1 PAM: 14 | CHRM4 antagonist: -2 | CHRM1 agonist: -3 | CHRM4 agonist: 2 | CHRM5 agonist: 0

Continuation.
SMILES | CHRM5 PAM | TAAR1 ag | CHRM1 antagonist | M5 antag | M1 PAM | CHRM4 antagonist | CHRM1 agonist | CHRM4 agonist | CHRM5 agonist
COc1ccc2cc(CCNC(=O)CC(C)(C)C)c(=O)[nH]c2c1 | -4 | 5 | -2 | 5 | 0 | 0 | -3 | 2 | 3
C=CCOCCN(C)C1=NS(=O)(=O)c2cc([N+](=O)[O-])ccc21 | -13 | 1 | 6 | 2 | -7 | -1 | -6 | 13 | 1
C#Cc1ccc(C(=O)Nc2ccc(N3CCC(C)CC3)c(C(N)=O)c2)cc1 | -9 | -2 | -18 | 3 | 11 | -6 | 2 | 2 | -3
O=C(N=C1SC2CS(=O)(=O)CC2N1c1cccc(Cl)c1Cl)C1CCCO1 (stereo not drawn) | 10 | 3 | 5 | -7 | 1 | -15 | -1 | 1 | 0
CCCC(=O)c1ccc(N2CCN(C(=O)c3ccc(Br)cc3)CC2)c(F)c1 | -3 | 3 | 9 | -3 | 4 | -4 | 5 | 1 | 1
CCCC(=O)Nc1c(-c2ccccc2)c(=O)c(C)nn1-c1ccc(Cl)cc1 | -4 | 13 | -3 | 9 | 11 | 6 | -5 | 1 | -1
CCOC(=O)c1cc2oc(C(c3nnnn3C3CCCCC3)N3CCOCC3)cc2[nH]1 (stereo not drawn) | 6 | 9 | -17 | -5 | -2 | 10 | -4 | 2 | 3
CCOC(=O)C1=C(C)NC(=O)C(C(N)=O)C12CCCC2 (stereo not drawn) | 0 | -1 | 7 | 5 | -1 | -2 | -3 | 0 | 0
CN(Cc1cccc(Cl)c1)C(=O)C1CCN(C(=O)Nc2ccccc2)CC1 | -3 | 6 | -10 | 6 | 4 | -4 | -4 | 4 | -1
COc1ccc(C(CNC(=O)CCC(=O)c2ccc(C)s2)N2CCOCC2)cc1 (stereo not drawn) | -4 | 7 | -1 | 4 | 2 | 8 | -4 | 2 | 1
O=C(NCCCN1CCN(Cc2ccccc2)CC1)C1CCN(S(=O)(=O)N2CCC3(CC2)OCCO3)CC1 | 0 | 0 | -5 | -8 | 4 | 2 | -15 | 1 | -5
O=S(=O)(NC1CCCCC1N1CCN(c2ccccc2F)CC1)c1ccccc1 (stereo not drawn) | -1 | -2 | -8 | 12 | 5 | -1 | -2 | 0 | -4
COc1ccccc1NC(=O)N(Cc1ccc2c(c1)OCO2)Cc1nc2ccccc2c(=O)[nH]1 | -25 | 5 | 12 | 0 | -6 | -2 | -3 | 7 | -5
CN(/C(=N/S(=O)(=O)c1ccccc1)c1ccccc1)S(=O)(=O)c1ccccc1 | -8 | 1 | -2 | 5 | 5 | 8 | -5 | 2 | -2
